Compound activity deposited in PubChem BioAssay by Johns Hopkins Ion Channel Center.
CHT block – inhibitors of human choline transporter CHT | B-score at 10 µM | Q9GZV3 | CHT-expressing cells, membrane potential dye, choline response; active compounds read low | 310,000 compounds, 0.86% hits | AID 488975;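 active = B-score over 3 SD under the library average, and starting fluorescence ratio not unusually high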;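 also: choline stimulus applied at its EC90 after an EC20 pre-addition; B-score computed on integrated fluorescence ratio after choline addition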
KCNQ2 block – KCNQ2 potassium channel inhibitors, primary screen, cell-based, CHO-K1, FluxOR thallium flux, B-score (AID 2156); O88943; 20 min; active compounds read low; B-score at 10 µM; 310,000 compounds, 1.1% hits;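 active = fluorescence ratio B-score at most minus 3 library SDs, with starting brightness B-score within 2 library SDs, cut at about -5.5 in these data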
Target sequence (O88943 whole entry, looked up): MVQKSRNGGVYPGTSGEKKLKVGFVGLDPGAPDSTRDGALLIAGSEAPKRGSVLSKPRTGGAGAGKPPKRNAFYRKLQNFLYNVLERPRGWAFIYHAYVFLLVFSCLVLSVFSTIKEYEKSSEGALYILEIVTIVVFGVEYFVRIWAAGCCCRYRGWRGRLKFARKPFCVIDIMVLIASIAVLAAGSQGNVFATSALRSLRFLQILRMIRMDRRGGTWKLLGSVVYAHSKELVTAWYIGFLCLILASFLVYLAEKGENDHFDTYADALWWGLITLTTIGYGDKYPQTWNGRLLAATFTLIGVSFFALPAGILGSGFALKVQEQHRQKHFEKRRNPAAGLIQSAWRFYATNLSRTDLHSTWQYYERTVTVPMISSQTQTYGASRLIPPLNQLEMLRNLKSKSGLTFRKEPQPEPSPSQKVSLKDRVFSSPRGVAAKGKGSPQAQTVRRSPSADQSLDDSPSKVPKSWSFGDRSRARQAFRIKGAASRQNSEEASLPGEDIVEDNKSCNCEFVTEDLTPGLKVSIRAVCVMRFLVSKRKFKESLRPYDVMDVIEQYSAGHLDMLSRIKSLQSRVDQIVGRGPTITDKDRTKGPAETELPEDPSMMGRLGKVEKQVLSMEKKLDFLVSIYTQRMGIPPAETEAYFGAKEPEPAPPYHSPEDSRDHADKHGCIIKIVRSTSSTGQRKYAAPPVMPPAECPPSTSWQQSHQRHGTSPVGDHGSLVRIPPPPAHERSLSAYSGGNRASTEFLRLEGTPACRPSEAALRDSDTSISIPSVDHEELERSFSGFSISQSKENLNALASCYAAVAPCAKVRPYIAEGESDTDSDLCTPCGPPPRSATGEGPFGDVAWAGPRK
Starred values were filed as active, the others as inactive; i = inactive; nt = not tested or not shown. No enrichment for hits. About 1.9% of those tested had a hit in this group.

SMILES | CHT block | KCNQ2 block
O=C(Nc1ccc(Br)cc1)c1cccc(S(=O)(=O)Nc2ccccn2)c1 | i | i
Cc1ccc(S(=O)(=O)N2CCN(C(=O)c3c(-c4ccccc4)noc3C)CC2)c(C)c1 | i | i
Cc1ccc(S(=O)(=O)N2CCC(C(=O)N[C@@H](C)C(=O)Nc3ccc4c(c3)OCO4)CC2)cc1 | i | i
CN(CC(=O)NCc1ccccc1F)S(=O)(=O)c1ccc(Cl)cc1 | i | i
CC(OC(=O)Cc1ccsc1)C(=O)Nc1ccc(Cl)cn1 (stereo unspecified) | i | i
COc1ccc(CCNS(=O)(=O)c2ccc([N+](=O)[O-])cc2)cc1OC | i | i
COCCn1c(CN2CC(C)CC(C)C2)nc2c1c(=O)n(C)c(=O)n2C (stereo unspecified) | i | i
Clc1cccc2c1CCN(Cc1nc(-c3cnccn3)no1)C2 | i | i
O=C(CN1CCN(S(=O)(=O)c2cc(Cl)ccc2Cl)CC1)Nc1ccc2c(c1)OCCO2 | i | i
Cc1ccc(OCC(=O)Nc2cc(C(C)(C)C)on2)cc1C | i | i
Cc1cc(C)c(NC(=O)CN2C(=O)CC(C)S(=O)(=O)c3ccccc32)c(C)c1 (stereo unspecified) | i | i
COc1ccc(OC)c(N(CC(=O)N2CCCC2)S(=O)(=O)c2ccc(OC)c(OC)c2)c1 | i | i
O=C(c1ccc(F)cc1Cl)N1CCN(CCc2ccccc2)CC1 | i | i
Cn1cccc1Cc1nnc(SCC(=O)Nc2nccs2)n1CCc1ccccc1 | i | i
O=C(NCC1CCCO1)c1cc(S(=O)(=O)Nc2ccc(Br)cc2)ccc1Cl (stereo unspecified) | i | i
O=C(N/N=C/c1ccco1)c1ccc(NC(=O)C2CC2)cc1 | i | i
O=C(O)/C(=C\c1ccccc1OC(F)F)Sc1nnc(-c2ccc(F)cc2)o1 | -5.6* | i
CCC(C(=O)Nc1ccc(C(C)C)cc1)c1ccccc1 (stereo unspecified) | i | i
O=C(CN1CCCCCCC1)Nc1cc(Cl)cc(Cl)c1 | i | i
O=C(Oc1cncc(Cl)c1)c1ccco1 | i | i

In another format: results already given
mol: O=C(CN1CCCCCCC1)Nc1cc(Cl)cc(Cl)c1
- CHT block: i
- KCNQ2 block: i

mol: O=C(Oc1cncc(Cl)c1)c1ccco1
- CHT block: i
- KCNQ2 block: i

New compounds follow.
SMILES | CHT block | KCNQ2 block
COc1ccc(CNCCCC(=O)Nc2c(Cl)ccc(C)c2Cl)cc1OC | i | i
CCCCCCCCOc1ccc(C2CC(=O)NC2=O)cc1 (stereo unspecified) | i | i
C=CCC(C(=O)NC(C)c1ccccc1)C(=O)NC(C)c1ccccc1 (stereo unspecified) | i | i
COC(=O)c1cscc1NC(C)=O | i | i
CCOC(=O)C1=C(O)C(=O)N(C2CCCCC2)C1 | i | i
Cc1ccc(/C=N/NC(=O)c2ccccn2)s1 | i | i
CC1CCN(S(=O)(=O)c2cn(CC(=O)Nc3ccc(OC(F)(F)F)cc3)cn2)CC1 | i | i
Cc1ccsc1/C=C(\C#N)C(=O)NCCCN1CCOCC1 | i | i
Cc1ccc(C)c(C(=O)COC(=O)CN2C(=O)C3C4C=CC(C4)C3C2=O)c1 (stereo unspecified) | i | i
C=C(C)CNC(=S)N/N=C/c1ccc(N2CCOCC2)cc1 | i | i
Cc1cc(C)n(-c2cc(N3CCN(C(=O)c4cccc(F)c4)CC3)ccc2[N+](=O)[O-])n1 | i | i
CCOC(=O)c1sc(=S)sc1SCc1cccc(C(F)(F)F)c1 | i | i
COc1ccc(NC(=O)CSc2nnc(-c3ccccc3Cl)n2Cc2ccco2)c(OC)c1 | i | i
CC(=O)N1[C@H](Cc2ccccc2)C=C[C@]1(C)C(=O)NCCc1c[nH]c2ccccc12 | i | i
Cc1ccc(S(=O)(=O)N(C)C)cc1NC(=O)COC(=O)CSc1ccccc1 | i | i
Cc1cccc(NCc2n[nH]c(=S)n2-c2ccccc2)c1 | i | i
COC(=O)C1=C(Nc2ccccc2NS(=O)(=O)c2ccc(C(F)(F)F)cc2Cl)CSC1 | i | i
Cc1nnsc1C(=O)N/N=C/c1cccc(C(F)(F)F)c1 | i | i
CC(C)C(=O)Nc1ccc(O)c(-c2csc(N)n2)c1 | i | i
COc1ccc(/C=N/NC(=O)C2(O)c3ccccc3-c3ccccc32)cc1 | i | i

Quoted at random: six entries already listed
SMILES | CHT block | KCNQ2 block
Cc1ccc(/C=N/NC(=O)c2ccccn2)s1 | i | i
COc1ccc(/C=N/NC(=O)C2(O)c3ccccc3-c3ccccc32)cc1 | i | i
COC(=O)C1=C(Nc2ccccc2NS(=O)(=O)c2ccc(C(F)(F)F)cc2Cl)CSC1 | i | i
CCOC(=O)c1sc(=S)sc1SCc1cccc(C(F)(F)F)c1 | i | i
Cc1ccc(S(=O)(=O)N(C)C)cc1NC(=O)COC(=O)CSc1ccccc1 | i | i
COc1ccc(CNCCCC(=O)Nc2c(Cl)ccc(C)c2Cl)cc1OC | i | i

Remaining list, next part
SMILES | CHT block | KCNQ2 block
c1ccc(Cn2nnc3c(NCC4CCCO4)ncnc32)cc1 (stereo unspecified) | i | i
O=C(Cn1ncc2c1-c1ccccc1OC2)N1CCc2ccccc21 | i | i
COc1cccc(C(c2nnnn2Cc2ccccc2)N2CCN(C3CCCC3)CC2)c1OC (stereo unspecified) | i | i
O=C(Cc1c[nH]c2ccccc12)NNC(=O)c1ccccc1 | i | i
O=C(Nc1ccc(S(=O)(=O)Nc2nccs2)cc1)C1=NN(c2ccccc2)C(=O)CC1 | i | i
CCN1C(=O)N(c2ccc(C(C)=O)cc2)S(=O)(=O)c2ccccc21 | i | i
COc1ccc(/C=N/NC(=O)c2ccc3c(c2)OCCO3)cc1[N+](=O)[O-] | i | i
COc1ccc(S(=O)(=O)/N=C2/C=CC(=O)C(C)=C2C)cc1 | i | i
CCc1ccc(S(=O)(=O)NCc2cn3c(C)csc3n2)s1 | i | i
C=CCNC(=S)N/N=C/c1cn(C)c2ccccc12 | i | i
NC(=O)CC(NC(=O)Cc1ccc(Br)cc1)c1ccc(N2CCN(c3ccccn3)CC2)c([N+](=O)[O-])c1 (stereo unspecified) | i | i
CC(=O)NC(CC(=O)NCc1ccncc1)c1ccccc1 (stereo unspecified) | i | i
CCOC(=O)CSc1ccc(S(=O)(=O)N2CCCC2)cc1[N+](=O)[O-] | i | i
Cc1ccc(S(=O)(=O)CCC(=O)OCC(=O)NCC(=O)Nc2cccc(C)c2C)cc1 | i | i
CC(=O)N1CCc2ccc(S(=O)(=O)N3CCN(C)CC3)cc21 | i | i
CCN(C(=O)COC(=O)C1CCN(S(=O)(=O)c2c(Cl)cccc2Cl)CC1)C1CCCCC1 | i | i
Cc1cc(Nc2cc(F)ccc2C)n2nc(C)nc2n1 | i | i
CCOc1ccc(NC(=O)CSc2nc3c(c(=O)n2-c2ccccc2OC)SCC3)cc1 | i | i
CCNc1nc(C)cc(COC)c1C#N | i | i
CCC1(C)Cc2c(c(=O)n(-c3ccccc3)c3ncnc(N)c23)CO1 (stereo unspecified) | i | i

Continuation.
SMILES | CHT block | KCNQ2 block
O=[N+]([O-])c1cc(/C=N/Nc2nc(N3CCCCC3)nc(N3CCCCC3)n2)ccc1O | i | i
CCc1nn(C(CC)C(=O)NCC(C)c2ccccc2)c(=O)c2cc3occc3n12 (stereo unspecified) | nt | i
CC1(C)CC(=O)C=C(c2cccs2)C1 | i | i
COc1ccc(C(=S)N2CCCC2)cc1Br | i | i
Cc1cc(C)n(C(=O)CNC(=O)c2ccc3c(c2)OCCO3)n1 | i | i
O=C(O)Cc1ccc(NS(=O)(=O)c2ccccc2Br)cc1 | i | i
CCn1c(=NC(=O)CSC(C)=O)sc2ccccc21 | i | i
CNC(=S)N1CCC(n2cnc3ccccc32)CC1 | i | i
COc1cc(OC)cc(C(=O)N2CCN(C(=O)c3cccs3)CC2)c1 | i | i
O=C(CCNC(=O)C1CCN(S(=O)(=O)c2ccccc2)CC1)NCc1ccccn1 | i | i
O=c1oc(-c2ccccc2F)nc2c1cnn2-c1ccccc1 | i | i
Cc1ccc(S(=O)(=O)N(C)C)cc1NC(=O)COC(=O)CCC1CCCC1 | i | i
O=C(Nc1ccc(S(=O)(=O)O)cc1)c1ccc2c(c1)S(=O)(=O)c1ccccc1C2=O | i | i
CCOc1cccc(CN2CCCC(C(=O)Nc3cccc(-n4cccn4)c3)C2)c1 (stereo unspecified) | i | i
O=C(NCCc1ccccn1)C1CC(=O)N(Cc2ccccc2Cl)C1 (stereo unspecified) | i | i
COc1ccc(C(=O)NCC(=O)NC2=NCCS2)cc1 | i | i
COc1ccc(-c2csc(Nc3ccccc3)n2)cc1 | i | i
COc1ccc(NC(=O)CSc2ccc(-c3ccco3)nn2)c(OC)c1 | i | i
CCN(CC)C(=O)c1sc(NC(=O)c2cccc([N+](=O)[O-])c2)c(C#N)c1C | i | i
O=C(COc1ccc(Cl)cc1)NNC(=O)C(=O)N1CCCCC1 | i | i

Carrying on:
SMILES | CHT block | KCNQ2 block
COc1ccc([N+](=O)[O-])cc1NCc1ccco1 | i | i
O=C(c1cc2c(ccc3ccccc32)oc1=O)N1CCN(CCO)CC1 | i | i
Cn1c(CBr)c(C(=O)c2ccc([N+](=O)[O-])cc2)c(=O)n(C)c1=O | i | i
COc1ccc(N(CC(=O)N2CCOCC2)S(C)(=O)=O)cc1 | i | i
Cc1ccc(CNS(=O)(=O)c2cccc3nsnc23)cc1 | i | i
Cc1ccc(Nc2nc(C(=O)NCCCN3CCOCC3)cs2)cc1 | i | i
CN(c1ccc(C(=O)NCc2ccccn2)cc1)S(=O)(=O)c1ccc(Cl)cc1 | i | i
O=C(Cn1cnc2c(oc3nc4c(cc32)CCCC4)c1=O)Nc1ccccc1 | i | i
CCOc1ccccc1Nc1ncccc1C(=O)O | i | i
CCCc1nc(SCc2ccc(Cl)cc2Cl)n[nH]1 | i | i
Cn1c(=O)c2c(O)cc(=O)[nH]c2n(-c2ccccc2)c1=O | i | i
CCN(CC)CCCNC(=O)CSc1nc(-c2cccs2)cc(C(F)(F)F)n1 | i | i
COc1ccccc1NS(=O)(=O)c1ccc2c(c1)NC(=O)CC(=O)N2 | i | i
CCN(CC)S(=O)(=O)c1ccc2nnn(O)c2c1 | i | i
COC(=O)c1cc2c(s1)CS(=O)C2 (stereo unspecified) | i | i
CCc1nc(N[C@H](C(=O)O)C(C)C)c2oc3ccccc3c2n1 | i | i
CCOCCCNC(=O)C(NC(=O)Cc1cccs1)c1ccc(C)cc1 (stereo unspecified) | i | i
CC(=O)NC1=NN(C(C)=O)C(C)(c2cccc([N+](=O)[O-])c2)S1 (stereo unspecified) | i | i
COc1cccc(Cn2nnc(C(=O)NCc3ccccc3Cl)c2N)c1 | i | i
Cc1n[nH]c(=O)c2c(NC(=O)CSc3nnnn3-c3ccc(O)cc3)oc(C)c12 | i | i

The list continues:
SMILES | CHT block | KCNQ2 block
CN([C@@H](C(=O)OC(C)(C)C)c1ccccc1)S(=O)(=O)c1cccc(S(=O)(=O)N(C)[C@@H](C(=O)OC(C)(C)C)c2ccccc2)c1 | i | i
O=c1[nH]c2cc3c(cc2cc1CN(CCc1ccccc1)Cc1nnnn1C1CCCC1)OCCO3 | nt | i
CC(C)Cc1ccc(CN2CCCC(NC(=O)c3cccc(-n4cnnc4)c3)C2)cc1 (stereo unspecified) | i | i
C=CCn1c(=N)n(CC(=O)c2ccccc2)c2ccccc21 | i | i
CCCn1c(=O)n(C)c(=O)c2c(SCC(=O)NCC(c3ccccc3)N(C)C)nc(CC(C)C)nc21 (stereo unspecified) | i | i
O=C1/C(=C\c2ccc(Br)cc2)SC(=S)N1NS(=O)(=O)c1ccccc1 | i | i
NC1=NS(=O)(=O)NC1c1cccc(Cl)c1 (stereo unspecified) | i | i
O=C(Cn1nc(C(F)F)cc1C1CC1)N1CCCC1 | i | i
Cc1cc(=O)n(CC(=O)NCCN2CCOCC2)c2c1c(C)nn2-c1ccccc1 | i | i
O=C(Cc1ccccc1)Nc1ccccc1N1CCOCC1 | i | i
O=C(NCCCn1ccnc1)c1cccc(S(=O)(=O)Nc2ccc(Br)cc2)c1 | i | i
CS(=O)(=O)Nc1ccc(C(=O)Nc2ccc(S(=O)(=O)Nc3nccs3)cc2)cc1 | i | i
O=C(N/N=C/c1ccccc1F)c1ccccc1OCc1ccccc1 | i | i
c1ccc(C2C/C(=N\N3CCOCC3)c3ccccc3O2)cc1 (stereo unspecified) | i | i
O=C(CSc1nnc(-c2ccccn2)n1Cc1ccccc1)Nc1ccc2c(c1)OCO2 | i | i
COc1ccc(/C=C2\N=C(C)OC2=O)cc1OC | i | i
Cc1nnc(SCc2nnc(-c3cccs3)o2)n1C | -7* | i
O=C(Nc1ccc(S(=O)(=O)N2CCCC2)cc1)N1c2ccccc2Sc2ccccc21 | i | i
Cc1cc(C)c2c(CN3CCN(C/C=C/c4ccccc4)CC3)cc(=O)oc2c1 | i | i
CC(=O)OC(Cn1ccnc1)c1ccccc1 (stereo unspecified) | i | i

(cont.)
SMILES | CHT block | KCNQ2 block
COCC(=O)Nc1ccc(S(=O)(=O)N2CCCC2)cc1 | i | i
Cc1sc2nc(CSc3ncn[nH]3)[nH]c(=O)c2c1C | i | i
Cc1ncc(CN2CCC(C(=O)Nc3ccc(Oc4cccnc4)cc3)CC2)cn1 | i | i
CC1CCCCC1NC(=O)Cn1nnc2ccccc2c1=O (stereo unspecified) | i | i
CCS(=O)(=O)C1=NN2C(=N)/C(=C\c3ccc(OS(=O)(=O)c4ccccc4)cc3)C(=O)N=C2S1 | -8.7* | i
Cc1cc(C)n(-c2ccc(C(=O)OCC(=O)NC(c3ccccc3)c3ccccc3)cc2)n1 | i | i
